# HDAC3 inh – inhibitors of human histone deacetylase 3. O15379. recombinant HDAC3, fluorogenic peptide/trypsin coupled, fluorescence. inhibition, % at 8.3 µM. hit rate 0.15% among 320,000. AID 2718; in the data active = inhibition above about 26%, passing the limit was not always enough
# Target sequence (O15379 whole entry, looked up): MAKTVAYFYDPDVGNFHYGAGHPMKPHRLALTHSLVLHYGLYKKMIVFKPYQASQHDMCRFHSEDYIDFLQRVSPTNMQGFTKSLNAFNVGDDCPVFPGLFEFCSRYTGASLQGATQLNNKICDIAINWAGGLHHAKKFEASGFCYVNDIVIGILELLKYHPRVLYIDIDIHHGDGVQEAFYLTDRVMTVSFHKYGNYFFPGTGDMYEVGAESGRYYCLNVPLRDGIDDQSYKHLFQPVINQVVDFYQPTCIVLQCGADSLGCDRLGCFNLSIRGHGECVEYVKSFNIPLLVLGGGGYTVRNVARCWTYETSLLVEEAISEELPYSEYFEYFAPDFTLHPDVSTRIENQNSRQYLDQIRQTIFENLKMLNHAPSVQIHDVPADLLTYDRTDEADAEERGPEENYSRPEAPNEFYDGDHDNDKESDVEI
# GSK3 alpha inh – blocks human GSK-3 alpha kinase. P49840. ADP-Glo luminescence, 60 min. inhibition, % at 10 µM. hit rate 0.1% among 320,000;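 in the data active = inhibition above about 50%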;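 also: GST-tagged GSK-3 alpha with peptide substrate and 25 µM ATP; 0% = DMSO neutral wells and 100% = GW8510 positive control wells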
# Target sequence (P49840 whole entry, looked up): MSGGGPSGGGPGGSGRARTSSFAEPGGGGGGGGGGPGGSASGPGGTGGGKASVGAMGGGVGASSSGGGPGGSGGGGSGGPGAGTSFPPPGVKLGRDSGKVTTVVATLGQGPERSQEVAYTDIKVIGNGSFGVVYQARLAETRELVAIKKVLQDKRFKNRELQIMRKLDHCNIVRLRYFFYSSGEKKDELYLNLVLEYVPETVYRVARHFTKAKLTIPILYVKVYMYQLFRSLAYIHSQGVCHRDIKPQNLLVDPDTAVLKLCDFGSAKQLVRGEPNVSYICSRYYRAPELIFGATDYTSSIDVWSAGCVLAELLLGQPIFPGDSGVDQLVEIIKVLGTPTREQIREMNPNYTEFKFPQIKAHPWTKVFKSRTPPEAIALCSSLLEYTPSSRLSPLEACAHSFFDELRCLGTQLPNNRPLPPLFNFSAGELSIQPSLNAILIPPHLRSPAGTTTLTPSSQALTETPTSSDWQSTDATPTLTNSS
# DYRK1A inh – Dyrk1A (rat) kinase inhibition; ADP-Glo luminescence, NFATc1 peptide; inhibition, % at 12.5 µM; hit rate 0.43% among 310,000; AID 504441; in the data active = inhibition above about 50%;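 also: plate controls were vehicle with enzyme for no effect and no enzyme for full effect; many of its hits are not listed in these tables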
# Numbers without * were called inactive. Only part of the results is shown. The share of hits here may be higher or lower than overall.
# Value order: HDAC3 inh	GSK3 alpha inh	DYRK1A inh
- Clc1ccccc1-c1ccc2ncnc(NCc3cccnc3)c2c1
    2	-1	2
- O=[N+]([O-])c1cccc(-c2c(-c3ccccc3)ncc3cc(F)ccc23)c1
    4	-26	15
- O=C(Nc1cccc(S(=O)(=O)Nc2ccc(SC(F)F)cc2)c1)C1CCC1
    4	2	-1
- COc1ccc(CNC(=O)CCc2ccc(S(=O)(=O)N3CCCCCC3)cc2)cc1
    -4	-3	-2
- O=C(c1ccccc1OC(F)F)N1CCN(S(=O)(=O)c2ccc3c(c2)OCCCO3)CC1
    0	-5	0
- O=C(COc1ccc(Oc2ccccc2)cc1)NC1CCS(=O)(=O)C1 (stereo unspecified)
    1	3	-4
- O=C(O)c1ccccc1Nc1ccccc1
    -2	-2	4
- O=C(NCC(c1ccco1)N1CCCC1)c1cc(S(=O)(=O)N2CCOCC2)ccc1Cl (stereo unspecified)
    -5	-3	2
- CC(=O)Nc1ccc(S(=O)(=O)NCCC(=O)NNC(=O)c2ccccc2O)cc1
    -5	16	-3
- O=C1CCC(C(=O)OCC(=O)Nc2cc(Cl)ccc2F)=NN1
    1	-1	2
- Cc1noc(C)c1NC(=O)N(C)C[C@H]1Oc2ccc(NS(=O)(=O)c3cn(C)cn3)cc2C(=O)N([C@H](C)CO)C[C@@H]1C
    -5	5	2
- COc1ccc(-c2c(-c3ccccc3)n(C)c3ccccc23)cc1
    -37	-2	0
- COC(=O)Cc1coc2cc(OC)ccc12
    3	-2	-5
- CCc1cccc(NC(=O)CC2SC(N3CCCC3)=NC2=O)c1 (stereo unspecified)
    8	-1	-3
- COc1cc(/C=C2\SC(=O)N(CCNC(=O)c3c(C)noc3C)C2=O)cc(OC)c1OC
    -3	-2	-6
- Cc1ccc(S(=O)(=O)N2CCN(c3ccccc3)CC2)s1
    -1	0	7
- COc1ccc(Cl)cc1NC(=O)CN(C)C(=O)CCCNC(=O)c1ccc(Cl)cc1
    -8	0	4
- CC(Sc1nnc(-c2ccco2)n1N)C(=O)NC1CCCCC1C (stereo unspecified)
    0	-1	5
- CC(C)(C)OC(=O)C[C@@H]1C/C=C\C[C@H](CC(=O)NCCO)C(=O)N2CCC[C@H]2COC1=O
    0	2	5
- COc1ccc(-c2sc3ccc(N4CCOCC4)cc3c2C#CC(C)(C)O)cc1
    0	-3	3
- CCOC(=O)C1=CC[C@@H](c2cc(OC)c(OC)c(OC)c2)N(S(=O)(=O)c2ccc(C)cc2)[C@H]1C(=O)OCC
    2	-6	1
- Cc1ccc(S(=O)(=O)N2CCCCC2)cc1NC(=O)CN1C(=O)c2ccccc2S1(=O)=O
    1	0	4
- O=C(CN1C(=O)c2ccccc2S1(=O)=O)Nc1cccc(S(=O)(=O)N2CCCCC2)c1
    -2	2	1
- O=C(NCCCN1CCCC1=O)c1cccc(S(=O)(=O)Nc2ccccc2Cl)c1
    2	0	2
- Cc1[nH]c2ccc(C(=O)OC(C)C(=O)NC3CCCCC3C)cc2c1C (stereo unspecified)
    3	-2	-1
- COc1cc(C(=O)Nc2ncccc2C)ccc1OCC(=O)N1CCOCC1
    -7	1	-6
- COC(=O)[C@]1(Cc2ccccc2)N[C@H](CN(C)C(=O)Nc2ccc(C(F)(F)F)cc2)[C@@H]2C(=O)N(Cc3ccccc3)C(=O)[C@@H]21
    9	-1	-2
- CS(=O)(=O)c1ccc(Cl)c(NC(=O)CCN2C(=O)NC3(CCCC3)C2=O)c1
    -6	-4	-2
- O=C(c1ccc(F)cc1)N1CCCC(c2nc(-c3ccncc3)no2)C1 (stereo unspecified)
    -17	2	4
- CCOC(=O)C1=CC[C@H]2c3c(c4ccccc4n3C)C(=O)C1N2Cc1ccccc1
    2	3	1

# Part of the list above in order of length of the SMILES, lowest first.
# Value order: HDAC3 inh	GSK3 alpha inh	DYRK1A inh
- O=C(O)c1ccccc1Nc1ccccc1
    -2	-2	4
- O=C1CCC(C(=O)OCC(=O)Nc2cc(Cl)ccc2F)=NN1
    1	-1	2
- O=C(Nc1cccc(S(=O)(=O)Nc2ccc(SC(F)F)cc2)c1)C1CCC1
    4	2	-1
- O=C(NCC(c1ccco1)N1CCCC1)c1cc(S(=O)(=O)N2CCOCC2)ccc1Cl (stereo unspecified)
    -5	-3	2
- O=C(CN1C(=O)c2ccccc2S1(=O)=O)Nc1cccc(S(=O)(=O)N2CCCCC2)c1
    -2	2	1
- Cc1ccc(S(=O)(=O)N2CCCCC2)cc1NC(=O)CN1C(=O)c2ccccc2S1(=O)=O
    1	0	4
- CC(C)(C)OC(=O)C[C@@H]1C/C=C\C[C@H](CC(=O)NCCO)C(=O)N2CCC[C@H]2COC1=O
    0	2	5

# (continued)
# Value order: HDAC3 inh	GSK3 alpha inh	DYRK1A inh
- CN(CCc1ccccc1)C(=O)c1ccc(NC(=O)Cc2ccc([N+](=O)[O-])cc2)cc1
    22	-2	-1
- CN(Cc1ccccc1)C(=O)COC(=O)CCC(=O)c1ccc(F)cc1
    -1	0	2
- Cc1ccc(S(=O)(=O)N2CCN(C(=O)CCc3c[nH]c4ccccc34)CC2)cc1
    -1	1	-7
- CCCCN(C(=O)c1cccc(S(=O)(=O)N2CCCC2)c1)c1c(N)n(CCC)c(=O)[nH]c1=O
    -8	0	-6
- O=C(CSc1nnc(-c2cccs2)n1C1CC1)NC1CCS(=O)(=O)C1 (stereo unspecified)
    -6	-2	-3
- CCOC(=O)Nc1ccc2c(CN3CCN(S(=O)(=O)c4ccc(C(C)C)cc4)CC3)cc(=O)oc2c1
    2	1	-1
- c1ccc(CN(Cc2ccccc2)Cc2nnc(-c3cc4ccccc4[nH]3)s2)cc1
    -13	-4	-1
- CS(=O)(=O)c1ccc(C(=O)NCC2(N3CCOCC3)CCCCC2)cc1
    7	1	5
- CCCn1nc(C(=O)Nc2nnc(C3CC3)s2)c2ccccc2c1=O
    -4	-4	6
- Cc1ccc(C)c(OCC(=O)NNC(=O)c2ccc(=O)[nH]c2)c1
    -1	-1	0
- CSc1nc(N)nc2c1ncn2CC(=O)N1CCN(Cc2c(C)cc(C)cc2C)CC1
    3	-2	3
- Cc1cc(=O)oc2cc(OCC(=O)N3CCCC3)ccc12
    -13	-1	1
- CCOc1ccc(NC(=O)CN(C)C(=O)Cc2ccsc2)cc1OCC
    1	13	13
- CC(C)=CCC[C@](C)(OC1OC(COC2OCC(O)C(O)C2O)C(O)C(O)C1O)C1CC[C@]2(C)C1C(O)CC1[C@@]3(C)CCC(O[C@@H]4O[C@H](CO)C(O)C(O)C4O[C@@H]4OC(CO)C(O)C(O)C4O)C(C)(C)C3CC[C@]12C (stereo partly specified)
    2	-4	-11
- CCCCOc1ccc(C(=O)NCC(=O)NNC(=O)c2ccco2)cc1
    -11	-2	-3
- COc1cccc(CC(=O)NNC(=O)CN(C)S(=O)(=O)c2ccc(C)cc2)c1
    -7	4	-1
- CCC(=O)N1CCC(NC(=O)Nc2ccc(OC(F)(F)F)cc2)CC1
    -6	-1	3
- Cc1cccc(C)c1NC(=O)CN(C)CC(=O)N1CC(=O)Nc2ccccc21
    -7	4	-2
- Cc1cc(C)c(NC(=O)CNC(=O)[C@@H]2CCCN2C(=O)c2cccs2)c(C)c1
    6	3	-5
- CC(=O)Nc1ccc(S(=O)(=O)N(C)CC(=O)N2CCN(C(=O)c3ccco3)CC2)cc1
    0	-2	-2
- CC1(C)O[C@@H](CC(=O)O)[C@]23CO[C@H](C(=O)[C@]4(C)C2CC[C@@]2(C)[C@H](c5ccoc5)OC(=O)C5O[C@]524)[C@@H]13 (stereo partly specified)
    -5	-5	-3
- [O-]/[N+](=C\c1ccccc1)c1ccc(Br)cc1
    5	-1	-5
- COC(=O)c1cc(Br)ccc1N(Cc1cc(OC)cc(OC)c1)S(C)(=O)=O
    -1	-2	2
- Cc1cccc(C(=O)OCC(=O)Nc2ccc3c(c2)OCCO3)c1
    -2	1	-2
- Cc1cc(C(=O)NCC(=O)OC(C)C(=O)N2CCOCC2)ccc1[N+](=O)[O-] (stereo unspecified)
    -4	-1	-1
- CCOC(=O)/C=C/[C@H]1CCc2cccc(C)c2O1
    7	-3	5
- COc1ccccc1NS(=O)(=O)c1ccc(C)c(NC(=O)c2c(C)noc2C)c1
    -2	1	-1
- O=C(Cc1ccccc1F)N1CCN(S(=O)(=O)c2ccc(Cl)cc2)CC1
    -6	-15	-1
- COc1ccc([C@H]2CC(=O)C=C(c3ccc4ncccc4c3)C2)cc1
    1	10	7
- COc1ccc(C(=O)OCC(=O)NC(=O)NCc2ccccc2)cc1[N+](=O)[O-]
    13	-3	-4
- CC(=O)c1cccc(NC(=O)CN2CCN(S(=O)(=O)/C=C/c3ccccc3)CC2)c1
    -5	-1	-6
- CC1O[C@@H](OC2C(COC3OC(CO)C(O)[C@H](O)C3O)OC(OC3CC[C@]4(C)C(CC[C@@]5(C)[C@@H]4CC=C4[C@@H]6CC(C)(C)CC[C@]6(CO)C(O)C[C@]45C)C3(C)C)C(O)C2O)C(O)C(O)C1O (stereo partly specified)
    7	-2	8
- O=C(CN1C(=O)NC2(CCCCCC2)C1=O)NCCc1ccccc1
    2	-3	0
- CCc1nc2ccccc2c(C(=O)OCC(=O)NC2CC2)c1C
    -3	-1	1
- Cc1cccc(/C=C(\C(=O)O)c2ccc(S(=O)(=O)N3CCCC3)s2)c1
    7	5	10
- COc1ccc(OCCOC(=O)c2ccc(F)c(S(=O)(=O)N3CCOCC3)c2)cc1
    -7	-2	2
- Cc1noc(C)c1C(=O)OCC(=O)Nc1ncc(Cl)c(C)c1Cl
    -5	-3	0
- Cc1cc(-n2c(C)cc(C(=O)CSc3ccccn3)c2C)no1
    5	-1	-4
- O=C1N[C@@H](Cc2c[nH]c3ccccc23)COC(=O)[C@H](Cc2ccc(F)cc2)C/C=C\C[C@H]1CC(=O)N(CCO)Cc1ccccc1
    5	-2	-10
- Cc1sc2ncnc(N3CCC(C(=O)Nc4ccc(OC(F)F)c(Cl)c4)CC3)c2c1C
    -3	0	2
- NC(=O)C1CCN(C(=O)CCC(=O)c2cccs2)CC1
    -2	1	0
- CC1CC(C)CN(C(=O)COC(=O)COc2ccc(C#N)cc2)C1 (stereo unspecified)
    0	1	2
- CN(C(=O)CSc1nc2ccccc2c(=O)n1-c1ccc(F)cc1F)C1CCS(=O)(=O)C1 (stereo unspecified)
    0	-4	2
- COc1ccc(S(=O)(=O)Nc2cccc3c2O[C@H](CN(C)S(=O)(=O)c2ccccc2)[C@@H](C)CN([C@H](C)CO)C3=O)cc1
    -2	-2	8
- CC(C)(C)C(CO)NC(=O)c1ccc[nH]1 (stereo unspecified)
    -8	0	0
- CC1CCCCC12NC(=O)N(CC(=O)Nc1ccc(OC(F)F)cc1)C2=O (stereo unspecified)
    -2	-3	-4
- COc1cccc(C(=O)O[C@@H]2[C@H](Cc3ccccc3)NS(=O)(=O)[C@H]3C[C@@H]4C=C[C@]23O4)c1
    13	-5	3
- C[C@@H]1O[C@@H](OC[C@@H]2O[C@H](Oc3c(-c4ccc(O)cc4)oc4cc(O)cc(O)c4c3=O)[C@@H](O)[C@H](O)[C@H]2O)[C@H](O)[C@H](O)[C@H]1O
    11	15	72*
- COc1ccc(/C=C/C(=O)OCC(=O)NC2CCCCCCC2)cc1
    8	-4	-4
- CCCN(C(=O)CSc1ccccc1C(=O)O)C1CCS(=O)(=O)C1 (stereo unspecified)
    4	-2	0
- CCC(CO)Oc1cc(NCc2ccc(Cl)cc2Cl)c2ncn(C(C)C)c2c1 (stereo unspecified)
    9	-2	21
- NC1(C#Cc2ccc3oc(=O)c(-n4cc(-c5ccsc5)nn4)cc3c2)CCCCC1
    2	-2	3
- Clc1ccc(-c2ccccc2)cn1
    2	-3	7
- NS(=O)(=O)c1cccc(NC(=O)CSc2nnc(-c3ccncc3)n2C2CC2)c1
    -4	1	4
- CC1CCN(C(=O)c2[nH]cnc2C(=O)N[C@H](C)c2ccccc2)CC1
    -2	-1	3
- COc1cccc(NC(=O)CN(C)C(=O)c2cc(-c3ccccc3)nn2-c2ccccc2)c1
    -6	-4	-1
- COc1ccc(NC(=O)CN2C(=O)NC3(CCCCCC3)C2=O)cc1Cl
    3	1	-2
- CN(C(=O)c1ccc(NC(=O)Cc2ccc([N+](=O)[O-])cc2)cc1)C1CCCC1
    2	-2	6
- COc1cc(NC(=O)Cn2cnc3c(SC)nc(N)nc32)cc(OC)c1OC
    2	0	-2
- CC(=O)NC(c1cc(F)c2cccnc2c1O)C1CC1 (stereo unspecified)
    5	-1	0

# Going on with the list.
mol	HDAC3 inh	GSK3 alpha inh	DYRK1A inh
O=C(NC1CC1)C1CCN(S(=O)(=O)c2ccc(Cl)c([N+](=O)[O-])c2)CC1	3	-4	-5
Cc1cc(F)ccc1NC(=O)Cn1c(C)csc1=O	-2	-2	-1
Cc1ccc(NC(=O)c2ccc(=O)[nH]n2)cc1S(=O)(=O)Nc1ccc(SC(F)F)cc1	-5	-1	-8
Nc1ncnc2c1ncn2[C@@H]1O[C@H](CNCc2ccccc2OCc2ccc(Cl)cc2Cl)[C@@H](O)[C@H]1O	-6	2	4
CC(C)(C)c1ccc(OCC(=O)N2CCN(c3ccccn3)CC2)cc1	0	-6	9
COc1ccccc1CNC(=O)CN1C(=O)NC(c2ccccc2)(c2ccccc2)C1=O	-5	-6	-4
COc1ccccc1N1CCN(CCCCNC(=O)c2ccc3ccccc3c2)CC1	-1	1	20
COc1ccc(OC)c(/C=C/C(=O)OCC(=O)N2CCCC2)c1	4	-4	-5
COC(=O)c1c(-c2ccccc2OC)sc2ccccc12	-6	-2	34
CC(=O)c1ccccc1NS(=O)(=O)c1ccc2c(c1)CC(=O)N2	-2	2	6
Cc1cc(NC(=O)c2cc(S(=O)(=O)N3CCCCC3)ccc2C)no1	-1	2	-2
